Screening results deposited in PubChem by Broad Institute.
ARNT-TACC3 inh: ARNT/TACC3 interaction disruption; AID 623870; AlphaScreen His-ARNT PAS-B/GST-TACC3 binding, luminescence; TACC3 fragment carries E629A point mutation; 390,000 tested, 0.66% active; Q9Y6A5; inhibition, % at 9.99 µM;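 active = mean inhibition of replicates at least 50% and at least half of replicates each reaching 50%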;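 also: 0% = complete ARNT plus TACC3 wells and 100% = ARNT alone without TACC3; many hits fall short of the cut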
RAD54 branch: RAD54 (human) branch migration inhibition. RAD54 Holliday junction branch migration, FAM/BHQ fluorescence. AID 602329. inhibition, % at 10.4 µM. Q92698. 360,000 tested, 0.14% active;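 active = mean normalized replicate activity at least 40 and at least half of replicates scoring 40 or more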;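 also: 0% = median of neutral control wells and 100% = median of positive control wells; inhibitors cause a drop in the FAM fluorescence signal; in these data hits start at about 50%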
RAD52 anneal inh: blocks human RAD52 DNA annealing | recombinant RAD52 DNA annealing, FRET fluorescence | inhibition, % at 18.7 µM | P43351 | 360,000 tested, 0.46% active | AID 651710;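 active = every replicate showing at least 50% inhibition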
GSIS activator: primary screen for activators of insulin secretion dependent on glucose, INS-1E cells, GLuc reporter luminescence. INS-1E GLuc reporter insulin secretion, 2-3 h. activation, % at 16.6 µM. 370,000 tested, 0.61% active. AID 743287;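 active = lowest replicate activation of at least 40%, so every replicate reaches that level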;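 also: 0% = median of neutral control wells and 100% = median of IBMX positive control wells; some compounds called inactive have numbers as strong as hits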
Xi reactivation: X-chromosome reactivation activator. 360,000 tested, 0.055% active. XiGFP mouse fibroblasts, % GFP-positive cells imaging, 3 d; cells co-treated with 5-aza-dC sensitizer; scaled so ellipticine positive control = 100%. activation, % at 7.58 µM;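 active = mean normalized replicate activation at least 10% and every replicate at or above 10%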;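 also: 0% = median of on-plate neutral control wells and 100% = ellipticine 6 µM median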
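Material: XiGFP fibroblasts, SV40-immortalized. Buffer or medium: DMEM plus 5-aza-dC sensitizer. Compound: single concentration per compound, delivered by pin transfer. Times: 3 days compound exposure. Controls: ellipticine 6 µM.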
CFTR F508del cor: CFTR F508del correction in bronchial cells; 350,000 tested, 0.36% active; CFBE cells, YFP halide quenching; stimulated with forskolin plus potentiator P3; % fluorescence drop versus neutral controls; AID 720511; activity (quench increase), % at 7.58 µM;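 active = mean added fluorescence quench of at least 8% versus neutral control, with both replicates also reaching 8%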;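 also: cells transiently co-express mutant CFTR-F508del with the halide-sensitive YFP; corrector assay measuring rescue of mutant channel to the surface after 24 h compound exposure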
ERAP1 inh: blocks human ERAP1 aminopeptidase activity. Q9NZ08. recombinant ERAP1, Leu-AMC fluorescence, 60 min. inhibition, % at 10.7 µM. 340,000 tested, 0.15% active;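 active = mean replicate inhibition of at least 30%, or all replicates individually reaching that 30% level; inactive = mean below 30% and not every replicate reaching it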;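 also: 0% = neutral control wells and 100% = L-leucinethiol positive control wells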
Target sequence (Q9NZ08 whole entry, looked up): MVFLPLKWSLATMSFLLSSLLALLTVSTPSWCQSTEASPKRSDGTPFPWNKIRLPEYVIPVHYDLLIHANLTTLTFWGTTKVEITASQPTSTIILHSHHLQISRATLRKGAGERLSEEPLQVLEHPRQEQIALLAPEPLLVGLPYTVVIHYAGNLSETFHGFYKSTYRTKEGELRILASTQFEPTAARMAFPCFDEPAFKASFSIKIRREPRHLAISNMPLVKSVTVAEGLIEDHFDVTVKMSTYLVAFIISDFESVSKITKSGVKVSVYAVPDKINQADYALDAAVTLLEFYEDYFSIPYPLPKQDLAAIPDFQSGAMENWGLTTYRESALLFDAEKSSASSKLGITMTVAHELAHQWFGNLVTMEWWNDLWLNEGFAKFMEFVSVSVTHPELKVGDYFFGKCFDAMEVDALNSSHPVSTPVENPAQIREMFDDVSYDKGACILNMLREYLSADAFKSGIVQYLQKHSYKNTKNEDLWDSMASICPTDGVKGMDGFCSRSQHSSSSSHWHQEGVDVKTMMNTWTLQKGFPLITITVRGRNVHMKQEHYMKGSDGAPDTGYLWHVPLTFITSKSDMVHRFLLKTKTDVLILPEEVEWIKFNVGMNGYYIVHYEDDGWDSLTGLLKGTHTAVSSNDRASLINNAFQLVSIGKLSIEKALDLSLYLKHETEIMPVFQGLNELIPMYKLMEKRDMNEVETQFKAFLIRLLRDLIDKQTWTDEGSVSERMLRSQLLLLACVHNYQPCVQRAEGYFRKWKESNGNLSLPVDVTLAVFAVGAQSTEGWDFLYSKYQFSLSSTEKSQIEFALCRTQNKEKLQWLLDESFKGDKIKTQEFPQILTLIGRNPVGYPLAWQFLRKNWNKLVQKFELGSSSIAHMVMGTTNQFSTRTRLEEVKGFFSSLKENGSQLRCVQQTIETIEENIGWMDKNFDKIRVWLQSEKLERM
esBAF inh: blocks esBAF chromatin remodeling in mouse ES cells. reporter increase, % at 12.5 µM. Bmi1-luciferase knock-in reporter, 24 h; 100% = twice the neutral-well signal. AID 602393. 350,000 tested, 2% active; in the data active = activation above about 40%;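 also: 0% = median of the plate's neutral control wells and 100% = double that signal; a rise in the Bmi1 reporter signal indicates esBAF inhibition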
Starred values were filed as active, the others as inactive; & = joins results of further samples.

What do the screens show for `O=C(COC(=O)c1cccc(S(=O)(=O)N2CCOCC2)c1)NCc1ccccc1`?
ARNT-TACC3 inh: -2.7; RAD52 anneal inh: -17.8; Xi reactivation: 0.2; CFTR F508del cor: -0.5; ERAP1 inh: 0.9

What do the screens show for `CC(=O)c1ccc(OCC(=O)OC(C)C(=O)NC2CCCCC2)cc1` (stereo not given)?
ARNT-TACC3 inh: 3.8; RAD54 branch: 2.7; RAD52 anneal inh: -9.3; GSIS activator: 3.4; Xi reactivation: 0.3; CFTR F508del cor: 1.8; ERAP1 inh: 6.3; esBAF inh: -9.7

How did Cc1ccc(C(O)c2ncc(-c3ccc(Cl)cc3)[nH]2)cc1 (stereo not given) do in these assays?
RAD54 branch: 2.9; RAD52 anneal inh: 1.3; GSIS activator: -3.9; Xi reactivation: 0.3; CFTR F508del cor: -3.1; ERAP1 inh: 2.1; esBAF inh: 27.1

How did CN(C)S(=O)(=O)c1ccc(Cl)c(C(=O)Nc2cccc3ncccc23)c1 do in these assays?
RAD54 branch: 2.1; RAD52 anneal inh: -30.2; GSIS activator: 1.9; Xi reactivation: 0.2; CFTR F508del cor: 0.7; ERAP1 inh: 0.5; esBAF inh: 3.9

What do the screens show for `O=C(NCC(=O)N(c1ccc(Cl)cc1)C(C(=O)NC1CCCC1)c1ccncc1)c1ccco1` (stereo not given)?
ARNT-TACC3 inh: -6.0; RAD54 branch: -9.2; RAD52 anneal inh: -1.7; GSIS activator: 13.7; Xi reactivation: 1.0; CFTR F508del cor: -0.7; ERAP1 inh: 0.7; esBAF inh: -5.6

How did CCOC(=O)c1cc2c(OC)c(OC)ccc2c2[nH]cc(C#N)c(=O)c12 do in these assays?
RAD52 anneal inh: -9.8; GSIS activator: 5.5; Xi reactivation: 0.0; CFTR F508del cor: -0.3; ERAP1 inh: 0.6

Results for CS(=O)(=O)c1sc(C(=O)NC(=S)Nc2ccc(OC(F)(F)F)cc2)c2c1C=CCC2 ?
ARNT-TACC3 inh: -0.2; RAD52 anneal inh: -9.1; Xi reactivation: 0.0; CFTR F508del cor: 0.2; ERAP1 inh: -0.5

Results for Cc1ccc(CS(=O)(=O)Cc2ccc(C(=O)NCc3ccco3)o2)cc1 ?
ARNT-TACC3 inh: -7.1; RAD54 branch: -2.5; RAD52 anneal inh: 0.0; GSIS activator: -4.8; CFTR F508del cor: 3.3; ERAP1 inh: 10.8; esBAF inh: 2.0

Results for O=S1(=O)CCN(C2CCCCCCCCCCC2)CC1 ?
RAD52 anneal inh: -1.7; Xi reactivation: -0.1; CFTR F508del cor: 3.3; ERAP1 inh: 2.4

How did CCN(Cc1nc2ccccc2c(=O)[nH]1)C(=O)c1cccc(NC(=O)c2cccs2)c1 do in these assays?
ARNT-TACC3 inh: -0.1; RAD54 branch: 0.3; RAD52 anneal inh: -10.3; GSIS activator: -13.3; Xi reactivation: 0.2; CFTR F508del cor: -1.4; ERAP1 inh: 1.6; esBAF inh: 8.5

How did CC(=O)N(C)C[C@H]1Oc2cc(-c3ccc(F)cc3)ccc2S(=O)(=O)N([C@@H](C)CO)C[C@@H]1C do in these assays?
RAD54 branch: 2.0; RAD52 anneal inh: 7.2; GSIS activator: 4.5; Xi reactivation: 0.5; CFTR F508del cor: -1.3; ERAP1 inh: 0.4; esBAF inh: 1.3

How did O=C([C@@H]1[C@@H](CO)[C@@H]2Cn3c(cccc3=O)[C@@H]2N1CC1CC1)N1CCc2ccccc2C1 do in these assays?
ARNT-TACC3 inh: -2.0; RAD54 branch: 0.3; RAD52 anneal inh: -0.1; GSIS activator: -1.2; Xi reactivation: 3.7; CFTR F508del cor: -0.3; ERAP1 inh: -2.4; esBAF inh: 0.3

How did Cc1ccc(S(=O)(=O)NC2=NCN(C)CN2)cc1[N+](=O)[O-] do in these assays?
ARNT-TACC3 inh: -2.9; RAD54 branch: -2.4; RAD52 anneal inh: -12.3; GSIS activator: 21.0; Xi reactivation: 0.3; CFTR F508del cor: -0.7; ERAP1 inh: 0.2; esBAF inh: -0.8

What do the screens show for `CCOC(=O)N/N=C/c1ccc(OCCSc2ccc(Cl)cc2)c(OCC)c1`?
ARNT-TACC3 inh: -7.8; RAD54 branch: 18.5; GSIS activator: -7.0; Xi reactivation: 0.0

How did CCC(=O)N(C)C[C@H]1Oc2ncc(C#Cc3ccccc3OC)cc2C(=O)N([C@@H](C)CO)C[C@H]1C do in these assays?
ARNT-TACC3 inh: -12.7; RAD54 branch: -3.2; RAD52 anneal inh: -4.8; GSIS activator: 0.7; Xi reactivation: -1.1; CFTR F508del cor: 0.2; ERAP1 inh: 2.1; esBAF inh: -6.6

What do the screens show for `CCc1nn(C(C)C(=O)N2CCN(c3ccccc3)CC2)c(=O)c2cc3occc3n12` (stereo not given)?
ARNT-TACC3 inh: 1.3; RAD52 anneal inh: -9.9; GSIS activator: 12.4; Xi reactivation: 0.0; CFTR F508del cor: 2.1; ERAP1 inh: 4.1

Results for O=C(CSc1ncn[nH]1)NCc1ccc2c(c1)OCO2 ?
ARNT-TACC3 inh: -0.9; RAD54 branch: -7.9; RAD52 anneal inh: -20.2; GSIS activator: 18.6; Xi reactivation: 0.2; CFTR F508del cor: -4.8; ERAP1 inh: 2.3; esBAF inh: -5.1

How did C[C@H](CO)N1C[C@H](C)[C@H](CN(C)S(=O)(=O)c2ccc(F)cc2)Oc2ccc(NS(=O)(=O)c3ccccc3)cc2CC1=O do in these assays?
ARNT-TACC3 inh: -0.7; RAD54 branch: 2.1; GSIS activator: -3.3; Xi reactivation: 0.2; CFTR F508del cor: -0.2; esBAF inh: 1.5

What do the screens show for `Cc1ccc(NC(=S)N2CCCC2)cc1Cl`?
ARNT-TACC3 inh: 3.3; RAD54 branch: -0.4; RAD52 anneal inh: -0.7; GSIS activator: 2.5; Xi reactivation: 0.1; CFTR F508del cor: 4.6; ERAP1 inh: 1.6

How did COC(=O)c1cc(NC(=O)CC2SCCNC2=O)cc(C(=O)OC)c1 (stereo not given) do in these assays?
ARNT-TACC3 inh: -7.7; RAD54 branch: 4.7; GSIS activator: 8.2; esBAF inh: -7.6

What do the screens show for `O=C(NCC(O)CO)c1ccc2[nH]c3ccccc3c2c1` (stereo not given)?
ARNT-TACC3 inh: 3.1; RAD54 branch: -0.4; RAD52 anneal inh: -7.3; GSIS activator: 7.1; ERAP1 inh: 2.7; esBAF inh: 0.1

How did CN1CCN(C(=O)C[C@@H]2C[C@H]3c4cc(NC(=O)Nc5ccc(F)cc5)ccc4O[C@H]3[C@@H](CO)O2)CC1 do in these assays?
ARNT-TACC3 inh: -0.2; RAD54 branch: 5.6; RAD52 anneal inh: -1.0; GSIS activator: 13.7; Xi reactivation: 0.0; CFTR F508del cor: -0.6; ERAP1 inh: -0.9; esBAF inh: 0.5

How did CO[C@@H]1CN(C)C(=O)c2cc(NS(=O)(=O)Cc3ccccc3)ccc2OC[C@@H](C)NC[C@H]1C do in these assays?
ARNT-TACC3 inh: 7.8; RAD54 branch: 5.7; RAD52 anneal inh: 5.6; GSIS activator: 6.5; Xi reactivation: 0.2; CFTR F508del cor: -2.3; ERAP1 inh: -4.3; esBAF inh: 1.3

What do the screens show for `Cc1ccccc1C1CCCN(Cc2nc(C3CC3)no2)C1` (stereo not given)?
RAD52 anneal inh: -1.8; GSIS activator: -9.8; Xi reactivation: 0.0; ERAP1 inh: 0.2

What do the screens show for `CCCCCCCCC(=O)NCCOc1ccc(OC)cc1`?
ARNT-TACC3 inh: 1.3; RAD54 branch: -3.7; GSIS activator: -9.0; Xi reactivation: 0.0; esBAF inh: 2.7

How did NC(=O)COC(=O)CSc1ccc2ccccc2c1 do in these assays?
ARNT-TACC3 inh: -2.3; RAD54 branch: 1.5; RAD52 anneal inh: -12.4; GSIS activator: 6.6; Xi reactivation: 0.1; CFTR F508del cor: 1.1; ERAP1 inh: -2.3; esBAF inh: 2.9

What do the screens show for `CSc1nnc2ccc(-c3ccc(C)cc3)nn12`?
ARNT-TACC3 inh: 4.3; RAD54 branch: 5.0; RAD52 anneal inh: -6.2; GSIS activator: 16.7; Xi reactivation: 0.0; CFTR F508del cor: -2.5; ERAP1 inh: 3.0; esBAF inh: 4.6

What do the screens show for `Cc1noc(C)c1NC(=O)N(C)C[C@H]1Oc2c(NS(=O)(=O)c3ccccc3)cccc2C(=O)N([C@@H](C)CO)C[C@H]1C`?
ARNT-TACC3 inh: -0.8; RAD54 branch: 11.1; RAD52 anneal inh: 2.3; GSIS activator: 7.8; Xi reactivation: -0.9; CFTR F508del cor: -1.2; ERAP1 inh: 1.6; esBAF inh: 1.5

How did O=C(C[C@@H]1CC[C@@H](NC(=O)C2CCC2)[C@H](CO)O1)NCCCN1CCOCC1 do in these assays?
ARNT-TACC3 inh: -3.4; RAD54 branch: 0.1; RAD52 anneal inh: 4.5; GSIS activator: 1.3; Xi reactivation: -1.2; CFTR F508del cor: -4.8; ERAP1 inh: 0.8; esBAF inh: 2.0

Results for CC(C)CC1C(=O)N(Cc2cn(CCC3OCCCO3)nn2)CCS(=O)(=O)N1Cc1ccc(-c2ccc(Cl)c(Cl)c2)cc1 (stereo not given) ?
RAD54 branch: -3.9; RAD52 anneal inh: 7.8; GSIS activator: -2.8; Xi reactivation: 0.0; CFTR F508del cor: 4.0; ERAP1 inh: -1.4; esBAF inh: -5.9

What do the screens show for `O=C(CCl)Oc1ccc2occ(C(=O)c3cccs3)c2c1`?
ARNT-TACC3 inh: -4.1; RAD54 branch: 5.3; GSIS activator: 4.3; esBAF inh: 93.4*

How did O=C(Cc1ccc(F)cc1)NCCS(=O)(=O)N1CCN(c2cccc(Cl)c2)CC1 do in these assays?
ARNT-TACC3 inh: 1.2; RAD54 branch: 6.0; RAD52 anneal inh: -3.8; GSIS activator: -11.6; Xi reactivation: 0.3; CFTR F508del cor: 0.2; ERAP1 inh: 1.0; esBAF inh: 3.2

What do the screens show for `CCn1c(COc2ccccc2OC)nnc1SCC(=O)NC1CCCC1`?
ARNT-TACC3 inh: 1.0; RAD54 branch: 3.6; RAD52 anneal inh: 0.0; GSIS activator: 6.3; Xi reactivation: 0.0; CFTR F508del cor: 1.7; ERAP1 inh: 3.2; esBAF inh: -3.6

How did N#Cc1cccc(-c2ccc(C3[C@H]4CNC[C@@H]3N4Cc3ccc(F)cc3)cc2)c1 (stereo not given in full) do in these assays?
RAD52 anneal inh: 20.7&48.3; GSIS activator: -2.3&23.8; Xi reactivation: 0.0&0.0; CFTR F508del cor: 0.4&4.2; ERAP1 inh: -1.9&-3.5

How did C[C@H](CO)N1C[C@H](C)[C@@H](CN(C)Cc2ccc(Oc3ccccc3)cc2)Oc2c(NC(=O)c3cnccn3)cccc2C1=O do in these assays?
GSIS activator: -37.0; Xi reactivation: -0.5; CFTR F508del cor: -1.1; esBAF inh: -4.6

How did O=C(Nc1ccc(F)cc1)N1CCCCN2[C@H](C1)[C@@H](c1ccc(-c3ccncc3)cc1)[C@@H]2CO do in these assays?
ARNT-TACC3 inh: -0.9; RAD54 branch: 1.5; RAD52 anneal inh: 11.1; GSIS activator: -12.7; Xi reactivation: 0.1; CFTR F508del cor: 3.9; ERAP1 inh: 1.2

What do the screens show for `CCN(CCO)Cc1cc(=O)oc2cc3c(cc12)CCC3`?
ARNT-TACC3 inh: 0.6; RAD52 anneal inh: -13.6; GSIS activator: 29.5; Xi reactivation: 0.4; CFTR F508del cor: 0.8; ERAP1 inh: -2.2

No enrichment for hits; any-hit rate near 3.3%.
